MT stabilize HCS: stabilizes microtubules in HeLa cells | HeLa tubulin immunostaining HCS, 24 h; share of cells brighter than vehicle mean+2SD | % tubulin-high responders, % at 10 µM | hit rate 0.83% among 200,000 | AID 2205;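 active = plate Z-score above 3 for both tubulin-high and condensed-nucleus cell shares, with cell loss under 80%, at 10 µM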;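 note: anti alpha tubulin signal scored within the nucleus-defined area of each cell; some results filed as inactive read as strong as hits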
Hep lipid drop: hepatic lipid droplet formation modulation | hit rate 0.4% among 240,000 | inhibition, % at 6.5 µM | AML12 mouse hepatocytes, oleate lipid droplets, BODIPY imaging;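 active = lipid droplet intensity inhibited by at least 50%, with more than 500 cells counted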
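material = mouse AML12 hepatocyte cell line, fixed after treatment | also added = 100 µM oleic acid challenge | doses = compound at 6.5 µM only | schedule = overnight exposure | technique = Image-based BODIPY and DAPI two-channel analysis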
Dynein cargo inh: dynein cargo transport inhibition; 3617.4 mouse cells, GR-EGFP nuclear translocation imaging; test concentration mostly 20 µM; stimulated with dexamethasone, 1 µM; stronger effect = lower value; z-score, hits read low; hit rate 0.47% among 220,000;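 active = plate z-score of nuclear minus cytoplasmic receptor signal below a set negative limit, without overly bright fluorescence or cell loss, cut at about -3.5 in these data, passing the limit was not always enough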;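 note: z-score of nuclear minus cytoplasmic ring GR-EGFP intensity difference per well; some compounds called inactive have numbers as strong as hits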
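Schedule: 48 h induction, then 1 h compound, then 30 min agonist, 37 °C. Buffer or medium: tetracycline-free induction medium containing charcoal-stripped FBS. Reagent: 1.0 µM final dexamethasone stimulus. Evaluation: nuclear versus cytoplasmic GR-EGFP signal, averaged per well. Signal: high-content fluorescence imaging after fixation.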
XIAP antagonists: small molecules displacing peptide from XIAP – biochemical, IAP family, fluorescence polarization (AID 1018); XIAP BIR domain, fluorescence polarization peptide displacement; higher % means a stronger effect; one-dose displacement, % at 20 µM; IC50 in µM for titrated hits; hit rate 0.007% among 200,000; in the data active = displacement above about 50%; note: a part of the inactive calls stands beside numbers as strong as those of hits
Autophagy mod: alters autophagy in cells. hit rate 0.98% among 190,000. AID 463193. calls only at 10 µM (by protocol). MEF GFP-LC3 puncta imaging; test concentration mostly 10 µM;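 active = percentage of spot-positive cells more than 3 SD above its plate mean, without a fluorescence outlier flag or 80% toxicity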;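 note: spot-positive cell cutoff set from DMSO-treated cells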
Insulin prom up: MIN6 insulin promoter up-regulation; MIN6 insulin promoter-GFP reporter, high-content imaging; stronger effect = higher value; z-score at 5 µM; hit rate 0.3% among 190,000;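 active = z-score above 3 at 5 µM with at least 500 cells counted in the well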
bCat nuc transl: alters nuclear translocation of beta-catenin in HeLa cells; immunofluorescence imaging; nuclear translocation activity, % at 5 µM; hit rate 0.3% among 190,000;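 active = nuclear translocation activity above 50% at 5 µM, with a well cell count of 50 or more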;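 note: per-cell ratio of nuclear to cytoplasmic median beta-catenin stain intensity; plate controls were DMSO negative control for no effect and GSK-3 inhibitor IX positive control for full effect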
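Assay system: human HeLa cells, native beta-catenin; doses: 5 µM primary, 0.02–20 µM confirmation; incubation: compound treatment 24 h, 37°C, 5% CO2; technique: fluorescence imaging of beta-catenin antibody stain plus DAPI; measure: % activation, nuclear-to-cytoplasmic median beta-catenin signal ratio per cell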
ER stress rescue: protection against thapsigargin-triggered cell killing – 384-well, CSM14.1, ATP luminescence, primary screen (AID 1222). CSM14.1 thapsigargin-induced death rescue, ATP luminescence; higher % means a stronger effect. cellular ATP content (survival), % at 20 µM; hits with a dose series show EC50 in µM. 190,000 tested, under 10 active;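 active = EC50 below 50 µM in the dose-response confirmation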;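 note: death triggered by thapsigargin at about 15 µM added after 2 h compound pretreatment; cell ATP read after overnight thapsigargin exposure of roughly 18 to 22 hours; normalized against plate controls of thapsigargin alone and 5% DMSO vehicle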
WT yeast gro inh: growth inhibition of WT yeast, mitochondrial fusion screen; hit rate 2.1% among 190,000; AID 1362; mitochondrial fusion phenotypic screen, WT strain; inhibition, % at 10 µM; in the data active = inhibition above about 58%; tested in S. cerevisiae
WT yeast gro inh mutant strain: also measured in WT yeast gro inh; calls as there; inhibition, %; mitochondrial fusion phenotypic screen, mutant strain inhibition
Dynein cargo inh cytoplasmic EGFP: second read-out of Dynein cargo inh, no call of its own (marks repeat the call); z-score; measured here: cytoplasmic GR-EGFP intensity; stronger effect = higher value
Dynein cargo inh nuclear GR-EGFP: second read-out of Dynein cargo inh, no call of its own (marks repeat the call); z-score; measured here: nuclear GR-EGFP intensity;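 lower value marks the stronger effect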
Dynein cargo inh cell count: further read-out of Dynein cargo inh, marked with its call; z-score; measured here: cell count per field
Insulin prom up cell count: also measured in Insulin prom up; calls as there; cell count; measured here: cytotoxicity, nuclei count;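 total cells summed across four imaged fields per well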
Hep lipid drop cells 6.5 µM: further read-out of Hep lipid drop, marked with its call; cell count; measured here: cell count, cytotoxicity flag;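 cells counted across two imaged fields per well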
bCat nuc transl cell count 5 µM: also measured in bCat nuc transl; calls as there; cell count; measured here: cell count, cytotoxicity flag
MT stabilize HCS Hoechst-high %: also measured in MT stabilize HCS; calls as there; % Hoechst-high responders; measured here: nuclear condensation Hoechst responders;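 share of cells brighter than vehicle mean plus two SD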
MT stabilize HCS cytotoxicity %: also measured in MT stabilize HCS; calls as there; toxicity, %; measured here: cytotoxicity by cell density;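 0% = mean cell density of plate MIN control wells and 100% = no cells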
Autophagy mod cell loss 18 h: also measured in Autophagy mod; calls as there; toxicity, %; measured here: cell loss, nuclei count;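 cell loss after 18 h compound exposure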
Starred values were filed as active, the others as inactive; i = inactive; x = not tested or not shown.

SMILES	MT stabilize HCS	MT stabilize HCS Hoechst-high %	MT stabilize HCS cytotoxicity %	Hep lipid drop	Hep lipid drop cells 6.5 µM	Dynein cargo inh	Dynein cargo inh cytoplasmic EGFP	Dynein cargo inh nuclear GR-EGFP	Dynein cargo inh cell count	XIAP antagonists	Autophagy mod	Autophagy mod cell loss 18 h	Insulin prom up	Insulin prom up cell count	bCat nuc transl	bCat nuc transl cell count 5 µM	ER stress rescue	WT yeast gro inh	WT yeast gro inh mutant strain
CC(C)c1nnc(NC(=O)CSc2nc3ccccc3s2)s1	2.3	1.3	4.3	x	x	-0.49	-0.17	-0.35	0.33	1.3%	i	0	x	x	-3.0	1035	-1.9%	13	30
Cc1ccc(N2C(=O)CC(c3c[nH]c4ccccc34)C2=O)cc1 (stereo not drawn)	1.2	1.5	3.4	3	716	0.52	-0.19	-0.26	-0.66	-3.5%	i	-3	0.4	1235	-0.8	1105	-1.5%	13	9
CC1CCC(NC(=O)CC(C)(C)Cc2nc3ccccc3c(=O)[nH]2)CC1 (stereo not drawn)	2.2	1.7	6.8	x	x	0.42	-0.21	-0.69	0.25	-5.4%	i	6	2.3	1312	0.7	1383	6.2%	4	-10
CCNc1ccc(C(=O)O)cc1N	1.7	1.8	7.2	-17	614	0.76	-0.21	1.3	-0.82	-2.6%	i	8	x	x	2.9	927	-1.6%	-6	-8
O=C(NCCC1=CCCCC1)C1CCN(Cc2cnn(-c3ccccc3)c2-n2cccc2)CC1	2.8	2.6	6.2	x	x	1.2	-0.33	0.85	-0.75	-1.6%	i	29	-0.1	614	-0.9	815	-0.7%	38	20
Cn1cc(P(=O)(N2CCOCC2)N2CCOCC2)cc1P(=S)(N1CCOCC1)N1CCOCC1	5.7	2.9	3.5	24	674	-0.41	-0.027	0.25	0.99	-3.7%	i	-7	-0.02	1334	-1.3	1207	-0.9%	2	-2
O=C(NCc1cccnc1)c1ccc(S(=O)(=O)N2CCCCCC2)cc1	4.1	2.4	2.2	3	626	-0.37	-0.36	-0.63	-0.098	-1.8%	i	-7	0.4	1196	-0.1	1154	4.0%	-13	4
CCCC1(C(=O)OCC)NC(c2ccc(N(C)C)cc2)C2C(=O)N(c3ccc4c(c3)OCCO4)C(=O)C21 (stereo not drawn)	2.8	1.9	7.7	8	698	0.67	-0.25	0.26	-1.1	-5.3%	i	-7	-0.58	938	-7.3	1142	-0.9%	-4	0
O=C(CSc1nc2ccccc2o1)Nc1ccc(N2CCOCC2)cc1	6.0	2.7	7.7	x	x	1.8	0.064	1.2	-2.4	-3.5%	i	12	0.69	1433	0.2	1314	1.0%	4	8
CCOc1cc(CNc2ccc(S(N)(=O)=O)cc2)ccc1OCC(=O)NC(C)(C)C	4.9	2.3	3.7	31	635	-0.92	-0.21	-0.35	0.94	-2.9%	i	14	0.76	1662	9.8	867	0.1%	8	21
Cc1cc2n(c(=O)c1C#N)CCCN2c1ccccc1	2.5	3.1	9.1	-6	805	0.011	-0.24	-0.012	0.16	-5.8%	i	-4	x	x	3.5	517	-2.1%	6	-5
COc1ccccc1Oc1ccc(-c2cnc3ccccc3n2)cc1[N+](=O)[O-]	1.3	1.5	0.1	7	667	-1	-0.25	-0.16	0.96	-7.1%	i	18	x	x	0.5	1517	1.5%	-31	1
CN(c1ccccc1)S(=O)(=O)c1cccc(C(=O)OCC(=O)NCc2ccc3c(c2)OCO3)c1	7.3	2.6	8.3	-10	666	-0.76	-0.2	-0.54	0.14	-6.7%	i	8	0.13	1538	-0.5	1094	0.6%	0	-1
COc1ccc(N2CCN(C(c3nnnn3C3CCCC3)C(C)C)CC2)cc1 (stereo not drawn)	1.9	3.0	7.9	8	671	-0.41	-0.3	-0.078	0.56	-0.9%	i	3	-1.1	1463	1.1	1539	-0.2%	2	24
COc1ccc(NC(=S)N/N=C/c2cccn2Cc2ccc(F)cc2)cc1	4.2	1.8	7.9	9	698	0.7	-0.38	-0.078	-0.37	-13%	i	8	-0.41	1062	-0.8	1235	-0.6%	14	18
O=C(CC(NC(=O)C(F)(F)F)c1ccccc1)Nc1nnc(CCc2ccccc2)s1 (stereo not drawn)	2.0	3.2	6.8	-2	616	-0.11	-0.24	0.35	0.49	-11%	i	6	0.19	1428	-0.2	1072	-0.8%	-7	0
CCc1ccc(-c2cc(C(=O)N/N=C/c3ccccn3)[nH]n2)cc1	4.4	1.9	2.3	1	772	-0.32	-0.13	-0.17	0.38	-7.2%	i	5	0.74	1195	-1.7	1160	0.5%	-11	-10
O=C(CCCN1C(=O)c2cccc3cccc(c23)C1=O)N1CCN(c2ccc(F)cc2)CC1	3.4	1.8	7.2	-37	697	0.12	-0.32	0.1	0.2	-6.1%	i	-21	-0.33	1443	-0.8	923	5.2%	21	12
COc1ccc(/C=N/n2cnc3c([nH]c4ccccc43)c2=O)cc1COc1ccccn1	4.3	2.1	8.3	-9	747	0.3	-0.24	0.31	0.033	-5.6%	i	-40	x	x	-3.5	588	2.6%	10	-4
CC(C)Oc1cccc(C(=O)Nc2ccc(N3CCN(S(C)(=O)=O)CC3)cc2)c1	8.0	2.5	5.3	x	x	0.74	-0.38	0.68	0.02	-6.9%	i	-60	-0.08	1344	0.6	1450	-0.8%	-3	-8
NC(=O)c1ccc(NC(=O)COC(=O)/C=C/c2cccs2)cc1	3.1	2.8	7.0	17	707	-0.78	-0.15	-0.28	0.14	-7.0%	i	-14	-1	1269	-0.9	1059	-0.5%	-5	-2
OC1(CN2CCOCC2)C2CN3CCN(C2)CC1(c1ccccc1)C3 (stereo not drawn)	3.8	2.6	11	8	753	1.5	-0.14	1.2	-0.27	-4.1%	i	42	-1.9	592	-2.7	1170	-0.3%	-6	-6
Cc1ccccc1C(=O)NC1CCN(C(=O)N(c2ccccc2)c2ccccc2)CC1	3.2	1.9	5.2	x	x	0.3	-0.26	-0.81	0.89	-4.9%	i	3	-0.18	1542	-0.8	1397	4.9%	-8	-10
CCN1CCN(c2ccc(NC(=O)c3cccc(F)c3)cc2Cl)CC1	1.6	1.0	0.5	8	727	0.23	-0.28	0.4	0.53	-0.3%	i	9	-0.32	1650	0.0	917	-2.5%	-9	-5
O=C(NCCCCCCNC(=O)c1ccc(Br)s1)c1ccc(Br)s1	2.8	1.2	3.0	-1	715	-0.55	0.75	-0.73	2.1	-19%	i	15	0.37	1216	2.4	1153	-0.6%	-1	-5

Exported with each value named: two of the compounds above
> COc1ccc(/C=N/n2cnc3c([nH]c4ccccc43)c2=O)cc1COc1ccccn1
  MT stabilize HCS: 4.3 | MT stabilize HCS Hoechst-high %: 2.1 | MT stabilize HCS cytotoxicity %: 8.3 | Hep lipid drop: -9 | Hep lipid drop cells 6.5 µM: 747 | Dynein cargo inh: 0.3 | Dynein cargo inh cytoplasmic EGFP: -0.24 | Dynein cargo inh nuclear GR-EGFP: 0.31 | Dynein cargo inh cell count: 0.033 | XIAP antagonists: -5.6% | Autophagy mod: i | Autophagy mod cell loss 18 h: -40 | Insulin prom up: x | Insulin prom up cell count: x | bCat nuc transl: -3.5 | bCat nuc transl cell count 5 µM: 588 | ER stress rescue: 2.6% | WT yeast gro inh: 10 | WT yeast gro inh mutant strain: -4

> CC(C)Oc1cccc(C(=O)Nc2ccc(N3CCN(S(C)(=O)=O)CC3)cc2)c1
  MT stabilize HCS: 8.0 | MT stabilize HCS Hoechst-high %: 2.5 | MT stabilize HCS cytotoxicity %: 5.3 | Hep lipid drop: x | Hep lipid drop cells 6.5 µM: x | Dynein cargo inh: 0.74 | Dynein cargo inh cytoplasmic EGFP: -0.38 | Dynein cargo inh nuclear GR-EGFP: 0.68 | Dynein cargo inh cell count: 0.02 | XIAP antagonists: -6.9% | Autophagy mod: i | Autophagy mod cell loss 18 h: -60 | Insulin prom up: -0.08 | Insulin prom up cell count: 1344 | bCat nuc transl: 0.6 | bCat nuc transl cell count 5 µM: 1450 | ER stress rescue: -0.8% | WT yeast gro inh: -3 | WT yeast gro inh mutant strain: -8

(cont.)
SMILES	MT stabilize HCS	MT stabilize HCS Hoechst-high %	MT stabilize HCS cytotoxicity %	Hep lipid drop	Hep lipid drop cells 6.5 µM	Dynein cargo inh	Dynein cargo inh cytoplasmic EGFP	Dynein cargo inh nuclear GR-EGFP	Dynein cargo inh cell count	XIAP antagonists	Autophagy mod	Autophagy mod cell loss 18 h	Insulin prom up	Insulin prom up cell count	bCat nuc transl	bCat nuc transl cell count 5 µM	ER stress rescue	WT yeast gro inh	WT yeast gro inh mutant strain
COc1ccccc1N1CCN(c2nc3ccccc3nc2C(C#N)C(=O)OC(C)C)CC1 (stereo not drawn)	1.9	1.7	5.4	22	602	-0.12	-0.15	0.15	0.032	-4.9%	i	-6	0.27	1193	0.1	1083	x	18	-17
CO/N=C(/CS(=O)(=O)Cc1ccccc1Cl)c1ccc(Cl)cc1Cl	1.7	1.9	12	0	672	-0.53	-0.23	-0.68	0.7	-5.2%	i	-1	0.53	1884	-1.4	1069	-1.2%	-6	7
COc1nc(OC)nc(N2CCC(NC(=O)C(Cc3cccc(OC)c3OC)NC(C)=O)CC2)n1 (stereo not drawn)	x	x	x	5	660	0.78	-0.68	0.36	-1.1	x	x	x	0.01	913	0.4	1318	x	x	x
C/C=C/C(=O)Nc1ccc(N2CCN(c3ccc(C(F)(F)F)cn3)CC2)nc1	x	x	x	-10	677	0.08	-0.23	0.47	-0.45	x	x	x	-0.22	986	-0.1	1340	x	x	x
O=C(O)CCc1nc2ccccc2c(=O)[nH]1	x	x	x	11	736	-0.59	-0.25	-0.49	0.89	x	x	x	0.4	1422	-0.2	1054	x	x	x
Cc1nn2c(-c3ccco3)nnc2c2ccccc12	2.7	3.2	1.9	-11	644	0.6	-0.21	0.59	-0.78	0.9%	i	16	-0.21	1766	-0.6	1018	0.2%	14	23
